Assay outcomes deposited in PubChem BioAssay by Broad Institute.
S100A4 MyoIIA: blocks human S100A4 binding to myosin IIA peptide; inhibition, % at 10.7 µM; S100A4/TAMRA-MyoIIA peptide fluorescence polarization; hit rate 0.14% among 360,000; P26447;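 active means mean inhibition of at least 70% across replicates, with every replicate also reaching that level; inconclusive means mean inhibition reaches 70% but some replicates fall short; inactive means mean inhibition below 70%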
Target sequence (P26447 whole entry, looked up): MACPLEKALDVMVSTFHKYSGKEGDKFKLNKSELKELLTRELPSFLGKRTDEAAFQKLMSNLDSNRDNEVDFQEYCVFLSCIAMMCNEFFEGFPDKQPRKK
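Material: S100A4 monomer protein | Medium: HEPES pH 7.2 with CaCl2, KCl, NaCl, DTT, Triton | Reagent: Labelled myosin peptide probe, 5 nM | Doses: One dose per compound | Times: 5 min incubation before reading | Benchmarks: Neutral control DMSO, positive control TFP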
SIRT5 inh: inhibitors of human sirtuin-5 desuccinylase | Q9NXA8 | Purified SirT5, succinyl-peptide AMC, trypsin-coupled fluorescence | inhibition, % at 15 µM | hit rate 1.1% among 330,000 | AID 652115; in the data active means inhibition above about 15%; inconclusive means no clear call, values can overlap the other calls
Cneo AK release: Cryptococcus neoformans lysis via adenylate kinase release; hit rate 0.2% among 360,000; C. neoformans lysis, adenylate kinase release luminescence, 4 h; normalised: neutral wells 0, clomiphene wells 100; lysis activity, % at 15 µM;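 active means mean lysis activity across replicates of at least 80%, whatever share of replicates individually reach that level; inactive means mean lysis activity below 80%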
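Assay system: log-phase C. neoformans yeast / Quantity: yeast cell density of 5 × 10^6 cells/mL / Medium: fresh YPD growth medium / Compound: single dose / Timing: static 4 h at 37 °C with compound, 1 h detection / Measured by: adenylate kinase release luminescence / Read-out: lysis from increased AK signal / Benchmarks: Clomiphene as positive lysis control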
C2C12 statin: protects C2C12 myotubes from simvastatin toxicity; rescue of ATP level, % at 7.49 µM; AID 602340; ATP luminescence, 48 h; scaled: DMSO 0, geranylgeraniol control 100; hit rate 0.78% among 330,000;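 active means mean ATP rescue above about 67%, or every replicate alone reaching that limit, limit read from the data, passing the limit was not always enough; inconclusive means no clear call, values can overlap the other calls; inactive means mean under the limit and some replicate under it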;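 further: myotubes were challenged with 10 µM simvastatin during compound exposure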
LGR2 inh: Drosophila LGR2 receptor signaling inhibition; HEK293 LGR2, CRE-luciferase, bursicon-stimulated, 4 h; inhibition, % at 9.99 µM; hit rate 0.35% among 380,000; AID 720647;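 active means drop in luminescence signal, shown as inhibition above about 50% in the replicate tests, limit read from the data, passing the limit was not always enough; inconclusive means probably only some replicates passing the limit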;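 further: agonist challenge used bursicon conditioned medium at about half maximal strength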
Xi reactivation: activators of X-chromosome reactivation in mouse fibroblasts. XiGFP mouse fibroblasts, % GFP-positive cells imaging, 3 d; cells co-treated with 5-aza-dC sensitizer; scaled so ellipticine positive control = 100%. activation, % at 7.58 µM. hit rate 0.055% among 360,000;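 active means mean normalized replicate activation at least 10% and every replicate at or above 10%; inconclusive means only one of the two criteria met; inactive means mean below 10% and not all replicates reach 10%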;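 further: 0% = median of on-plate neutral control wells and 100% = ellipticine 6 µM median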
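Material: XiGFP fibroblasts, SV40-immortalized. Buffer or medium: DMEM plus 5-aza-dC sensitizer. Compound: single concentration per compound, delivered by pin transfer. Times: 3 days compound exposure. Controls: ellipticine 6 µM.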
ERAP1 inh: inhibitors of human ERAP1 aminopeptidase. recombinant ERAP1, Leu-AMC fluorescence, 60 min. inhibition, % at 10.7 µM. hit rate 0.15% among 340,000;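 active means mean replicate inhibition of at least 30%, or all replicates individually reaching that 30% level; inactive means mean below 30% and not every replicate reaching it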;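 further: 0% = neutral control wells and 100% = L-leucinethiol positive control wells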
Target sequence (Q9NZ08 whole entry, looked up): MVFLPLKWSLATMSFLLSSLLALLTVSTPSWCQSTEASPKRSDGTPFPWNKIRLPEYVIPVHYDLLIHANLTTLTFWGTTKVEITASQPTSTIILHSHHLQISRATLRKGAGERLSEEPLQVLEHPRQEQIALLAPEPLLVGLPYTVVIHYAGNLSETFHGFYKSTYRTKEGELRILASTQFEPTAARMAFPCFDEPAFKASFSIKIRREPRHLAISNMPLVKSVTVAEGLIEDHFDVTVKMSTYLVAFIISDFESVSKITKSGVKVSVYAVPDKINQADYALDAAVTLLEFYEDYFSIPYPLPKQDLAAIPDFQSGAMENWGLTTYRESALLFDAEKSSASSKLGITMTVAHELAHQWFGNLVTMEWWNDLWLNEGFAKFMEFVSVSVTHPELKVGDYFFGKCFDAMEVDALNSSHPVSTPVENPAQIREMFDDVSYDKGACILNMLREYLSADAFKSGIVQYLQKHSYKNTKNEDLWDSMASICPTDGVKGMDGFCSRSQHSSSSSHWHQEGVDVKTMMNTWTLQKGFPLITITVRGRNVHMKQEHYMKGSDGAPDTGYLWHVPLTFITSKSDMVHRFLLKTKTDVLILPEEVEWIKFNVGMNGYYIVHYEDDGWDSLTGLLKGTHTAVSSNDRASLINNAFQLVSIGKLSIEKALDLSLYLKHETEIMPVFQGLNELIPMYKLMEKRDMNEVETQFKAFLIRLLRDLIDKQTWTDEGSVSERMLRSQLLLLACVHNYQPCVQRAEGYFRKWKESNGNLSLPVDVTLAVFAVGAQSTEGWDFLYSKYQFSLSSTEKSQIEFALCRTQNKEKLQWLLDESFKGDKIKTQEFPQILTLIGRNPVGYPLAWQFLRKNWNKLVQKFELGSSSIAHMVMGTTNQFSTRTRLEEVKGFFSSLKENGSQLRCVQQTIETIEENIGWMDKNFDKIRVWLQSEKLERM
PGC1a acetyl inh: lowers PGC1a acetylation signal in U2OS cells; hit rate 0.17% among 350,000; inhibition, % at 15.6 µM; AlphaScreen anti-acetyl-lysine; with virally co-expressed GCN5 acetyltransferase;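 active means every replicate shows inhibition of at least 40%; inconclusive means mean inhibition at least 40% but some replicate below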;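 further: 0% = neutral control wells and 100% = positive control wells; some results beyond the cut were filed as inactive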
Starred values were filed as active, the others as inactive; ? = inconclusive; · = not tested or not shown. A portion of the library; the hit share may differ from the screen's.

Molecule	S100A4 MyoIIA	SIRT5 inh	Cneo AK release	C2C12 statin	LGR2 inh	Xi reactivation	ERAP1 inh	PGC1a acetyl inh
c1cc2ccc3ccc(CN4CCOCC4)c4ccc(c1)c2c34	·	·	-1	-6	-30	·	·	-8
CCOC(=O)C1(CCCc2ccccc2)CCN(C(=O)CCn2cncn2)CC1	1	-2	·	·	-16	-0.1	-1	1
COc1ccc(NC(=O)c2ccc(=O)[nH]c2)cc1S(=O)(=O)N1CCOCC1	-2	1	-1	-4	17	0.0	1	-4
COc1ccc(C(CC(=O)Nc2ccccn2)N2Cc3ccccc3C2=O)cc1 (centres undefined)	-3	-4	5	6	-17	0.0	-2	76*
COCC(=O)N1[C@H](C(=O)N2CCOCC2)[C@@H](CO)[C@@H]2Cn3c(ccc(C4=CCCCC4)c3=O)[C@@H]21	-35	-25	-3	-6	16	0.6	5	·
FC(F)(F)Oc1ccccc1-c1nnc(-c2cccc(C(F)(F)F)c2)o1	0	2	6	-15	1	0.0	·	7
C[C@@H]1CCCCO[C@@H](CN(C)C(=O)Nc2ccc(C(F)(F)F)cc2)[C@@H](C)CN([C@H](C)CO)C(=O)c2cc(N(C)C)ccc2O1	-2	2	1	-44	7	0.0	1	13
Cc1nnc(SCC(=O)NCC(=O)Nc2ccc(F)c(F)c2F)n1N	1	·	-3	-6	-2	0.1	2	-4
Cc1ccc(S(=O)(=O)N(C)C[C@@H]2Oc3ccc(NC(=O)Cc4cn(C)c5ccccc45)cc3CC(=O)N([C@H](C)CO)C[C@H]2C)cc1	-7	6	0	9	9	0.4	2	-13
Oc1ccc(N=Nc2ccccc2)cc1	-13	8	-4	15	-73	0.0	1	0
CC1(C)CC(CCNC(=O)CCl)(c2ccccc2)CCO1 (centres undefined)	-7	-1	-4	11	-11	-0.2	·	0
COc1ccccc1S(=O)(=O)N[C@H]1C=C[C@@H](CC(=O)N2CCN(C)CC2)O[C@@H]1CO	42	1	-1	5	0	-0.8	3	7
CN(CC(=O)Nc1c(Cl)cccc1Cl)C(=O)c1cccc(-n2cccc2)c1	-16	3	·	18	5	0.0	-1	·
CCCCOc1c(Cl)cc(C(=O)N(C)CC(=O)Nc2ccc(N3CCOCC3)cc2)cc1OCC	-3	4	-3	·	-2	0.3	2	-3
C/C(NCCN1CCOCC1)=C(\C#N)C(N)=O	·	·	2	-9	-5	·	·	-3
Cc1ccc(S(=O)(=O)Nc2ccc3c(c2)C(=O)N([C@H](C)CO)C[C@H](C)[C@H](CN(C)C(=O)Nc2ccc(C(F)(F)F)cc2)O3)cc1	0	6	-1	-27	-7	-0.1	3	-10
COc1ccccc1C(=O)Nc1ccc(NC(=O)C2CCCCC2)nc1	1	0	-5	-9	11	0.2	1	·
C[C@@H]1CN([C@@H](C)CO)C(=O)c2cc(NS(=O)(=O)c3ccc(Cl)cc3)ccc2O[C@@H](C)CCCCO[C@H]1CN(C)C(=O)Cc1ccccc1	0	2	1	·	12	2.7	4	-18
O=C(C[C@H]1CC[C@@H]2[C@H](COC[C@H](O)CN2Cc2ccccc2F)O1)N[C@H]1CCN(Cc2ccccc2)C1	-32	-5	4	1	19	0.0	3	4
CC(=O)Nc1ccc(SCC(=O)Nc2cc(C)on2)cc1	-3	-1	·	·	13	0.0	0	6
C[C@H]1CN([C@@H](C)CO)C(=O)Cc2cc(NC(=O)CCC(F)(F)F)ccc2O[C@@H]1CN(C)Cc1ccc(Oc2ccccc2)cc1	·	·	0	?	5	-0.8	·	5
C[C@H]1CN([C@@H](C)CO)C(=O)c2cc(NC(=O)CCN3CCOCC3)ccc2O[C@H]1CN(C)CC1CC1	17	·	·	·	-4	0.2	-3	3
Cc1cnc([N+](=O)[O-])n1CCOC(=O)c1cccc(F)c1	6	0	1	0	-11	-0.1	0	2
CCCC#Cc1cnc2c(c1)C(=O)N([C@H](C)CO)C[C@@H](C)[C@@H](CN(C)C(=O)Cc1ccncc1)O2	-10	-6	-4	-1	18	0.0	2	-1
COc1ccccc1C#Cc1ccc2c(c1)O[C@H](CN(C)C)[C@H](C)CN([C@@H](C)CO)S2(=O)=O	-2	-33	0	-4	-5	-1.2	-1	-20

Complete entries from above.
COc1ccccc1S(=O)(=O)N[C@H]1C=C[C@@H](CC(=O)N2CCN(C)CC2)O[C@@H]1CO reads S100A4 MyoIIA: 42; SIRT5 inh: 1; Cneo AK release: -1; C2C12 statin: 5; LGR2 inh: 0; Xi reactivation: -0.8; ERAP1 inh: 3; PGC1a acetyl inh: 7
CC(=O)Nc1ccc(SCC(=O)Nc2cc(C)on2)cc1 reads S100A4 MyoIIA: -3; SIRT5 inh: -1; Cneo AK release: ·; C2C12 statin: ·; LGR2 inh: 13; Xi reactivation: 0.0; ERAP1 inh: 0; PGC1a acetyl inh: 6

Carrying on:
Molecule	S100A4 MyoIIA	SIRT5 inh	Cneo AK release	C2C12 statin	LGR2 inh	Xi reactivation	ERAP1 inh	PGC1a acetyl inh
N#C[C@@H]1N[C@@H](CO)[C@@H]1c1ccc(C#CC2CCCC2)cc1	-3	-1	-9	-37	-15	-0.1	3	-5
Fc1ccc2[nH]c3c(Cl)ncnc3c2c1	2	3	·	·	3	0.0	-1	·
CCC1CCCCN1CCCNC(=O)C1CCCN(c2ncnc3c2nc2n3CCCCC2)C1 (centres undefined)	-3	2	·	·	-12	0.1	-9	·
c1cc2cc(-c3c(-c4ccc5c(c4)OCO5)noc3-c3ccsc3)ccc2[nH]1	-3	-2	-3	126*	-114	0.0	-3	-6
COc1cc(CC(=O)NCCc2ccc(S(N)(=O)=O)cc2)cc(OC)c1OC	1	·	1	12	·	·	·	1
COC(=O)c1ccc(/C=N/NC(=S)NC(C)C)cc1	17	-2	-1	-4	43	0.1	-1	11
Cc1cccc(NC2=C(NCCO)C(=O)c3ccccc3C2=O)c1	3	2	-9	·	-67	0.2	0	13
COc1ccccc1NC(=O)NCC1CC1(Cl)Cl (centres undefined)	-1	2	0	·	-4	0.1	2	4
O=C(C1CCN(S(=O)(=O)c2ccc(Cl)c(C(F)(F)F)c2)CC1)N1CCC1	4	-9	-1	32	0	0.1	-3	-10
CC1CCC(C(C)C)C(OCC(O)C[N+]2(C)CCCCC2)C1 (centres undefined)	0	-1	1	-20	·	-0.1	103*	·
Cc1cccc(N2CCN(C(=O)C3CCC(=O)N(Cc4ccccc4F)C3)CC2)c1C (centres undefined)	0	-2	1	1	-18	0.5	2	-1
COc1ccc(/C=N/NC(=O)c2nc(Cl)c(Cl)c(N)c2Cl)cc1COc1ccccc1F	·	·	0	54	14	·	·	-3
CCc1ccc([C@@H]2C[C@H]3CN(Cc4ccccc4OC)C(=O)[C@]34CCCN24)cc1	-1	2	2	·	6	0.0	-2	·
CC(C)N(Cc1nc2ccccc2c(=O)[nH]1)C(=O)c1ccc(NC(=O)CSc2nnnn2C)cc1	-4	-2	0	19	12	0.1	-4	2
C[C@@H]1CN([C@H](C)CO)C(=O)Cc2cc(NS(=O)(=O)c3ccc(Cl)cc3)ccc2O[C@H]1CN(C)C(=O)Nc1cccc2ccccc12	7	2	2	1	21	-1.0	-1	-1
O=C(CNC(=O)c1ccc(Br)o1)Nc1cccc(S(=O)(=O)N2CCOCC2)c1	-6	-3	0	-20	-8	-0.2	3	·
COc1ccc2c(c1)[C@H]1[C@H](CO2)[C@H](c2ccccc2)[C@]2(C)C(=O)Nc3ccc(Cl)cc3C(=O)N12	-7	·	0	-17	9	0.1	2	-8
CCOC(=O)c1nn(-c2ccccc2C)c(=O)cc1OCC(=O)N1CCN(c2ccccc2)CC1	2	-2	·	-5	5	0.3	2	·
CC(NC(=O)CCn1ccc2cc(S(=O)(=O)N3CCCC3)ccc21)c1ccccc1 (centres undefined)	-6	-1	-2	27	8	0.0	3	-20
CCOC(=O)N1CCN(C(=O)COC(=O)CNC(=O)c2ccc(OCC)c(OCC)c2)CC1	0	1	2	-9	-22	-0.1	2	0
CCNC(=S)N(CCN(CC)CC)Cc1cc2cc3c(cc2[nH]c1=O)OCCO3	-13	-5	0	1	2	0.0	1	-17
CC(=O)c1ccc(N=Nc2c(C)[nH][nH]c2=O)cc1	5	-2	4	·	·	3.8	-1	-2
Cn1c(N)c(C(=O)c2ccc(Oc3ccccc3)cc2)c(=O)n(C)c1=O	-19	9	·	·	-28	0.3	3	·
COc1ccc(-c2ccc(-c3nnn(CC(=O)N4CCOCC4)n3)cc2)cc1	2	-1	·	-4	-5	·	2	0
COc1ccc(S(=O)(=O)Cc2ccc(C(=O)N3CCN(c4ccccc4F)CC3)o2)cc1	-11	·	0	8	-8	0.2	·	-1
CN1/C(=C\C(=O)COC(=O)c2ccc(O)c(O)c2)C(C)(C)c2ccccc21	-14	-1	·	·	26	0.0	5	·
Cc1cc(NC(=O)c2cc(-c3ccccc3C)nc3ccccc23)no1	-6	-2	-1	·	-3	0.0	-1	2
COC(=O)c1ccccc1S(=O)(=O)N1CCC(C(=O)OCC(=O)NC2CCCCC2C)CC1 (centres undefined)	-3	-17	-2	-10	7	-0.1	2	12
O=C(ONC1=NCCCCC1)c1cccc([N+](=O)[O-])c1	-4	-2	·	·	13	0.4	1	·
N#Cc1cn(-c2cccc(C(F)(F)F)c2)c(=O)[nH]c1=O	-3	2	1	3	26	-0.1	0	3
COc1ccc(-c2cnc3c(c2)C(=O)N([C@@H](C)CO)C[C@H](C)[C@@H](CN(C)S(=O)(=O)c2ccc(OC)cc2)O3)cc1	·	·	·	-4	12	0.6	·	-6
CC(CCCC(C)(C)O)NC(=O)c1ccc2oc(CCc3ccccc3)nc2c1 (centres undefined)	-7	-4	-3	22	·	0.1	2	-13
O=C(Nc1ccc2c(c1)CCC2)c1cc(F)cc(F)c1	-5	-2	-3	2	-121	0.0	-1	-11
CN(C)Cc1cn(CC[C@H]2CC[C@H](NC(=O)Cc3cccnc3)[C@H](CO)O2)nn1	94*	1	-20	6	1	0.5	4	12
COCCN(CC(=O)Nc1ccccc1C(F)(F)F)C(=O)/C=C/c1ccc2ccccc2n1	18	4	0	3	9	-0.1	-3	3
Cc1noc(C)c1NC(=O)Nc1ccc2c(c1)C(=O)N([C@H](C)CO)C[C@H](C)[C@H](CN(C)C(=O)NC(C)C)OCCCC[C@H](C)O2	-1	-5	1	·	-13	-0.1	1	0
CCC(C)n1c(SC(C)C#N)nc2ccccc2c1=O (centres undefined)	2	-4	-1	23	-13	·	5	-9
Cc1c(C(=O)C(=O)NCc2ccco2)c2ccccc2n1C	7	-3	·	·	19	0.0	8	5
CC1Sc2ccc(C(=O)NCc3ccccc3Cl)cc2NC1=O (centres undefined)	-2	-2	0	-11	·	0.1	1	9
O=C(O)c1ccc(CSc2nnnn2-c2ccc(F)cc2)cc1	13	1	·	·	-10	0.3	-4	·
